MBD2 inh = inhibitors of MBD2 binding to methylated DNA, primary screen, biochemical, TR-FRET, DNA-binding domain, human; Methyl-CpG-binding domain protein 2 (Homo sapiens), Q9UBB5; MBD2 binding to methylated oligonucleotide; inhibition, % at 4.4 µM; 370,000 tested, 0.31% active; AID 686964, 2013; in the data active = inhibition above about 13%
hgDAF-12 ag = H. glycines DAF-12 receptor agonists, primary screen, cell-based, luminescence, HEK293, GAL4 fusion, UAS-luciferase; Nuclear hormone receptor DAF-12 (Heterodera glycines), GAL4 fusion; HEK293 GAL4-hgDAF12 UAS-luciferase reporter, agonist luminescence; normalized to butyrate control; activation, % at 6.8 µM; 370,000 tested, 1.8% active; AID 687014, 2013;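 active = activation above a cutoff set at the mean of all screened compounds plus 3 SD, cut at about 10% in these data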;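 also: 0% = DMSO wells and 100% = sodium butyrate wells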
DAX1 inh-1 = DAX1 (NR0B1) inhibitors on StAR promoter, primary screen, cell-based, luminescence, SF-1 (NR5A1), full-length DAX-1; AID 652010, 2013; HEK293T StAR-luciferase reporter, SF-1/DAX-1 repression relief; inhibition, % at 6.8 µM; 370,000 tested, 1.1% active;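 active = inhibition above the mean over all tested compounds plus 3 SD, cut at about 3.6% in these data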;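 also: 0% = DAX-1 cells with DMSO and 100% = cells lacking DAX-1 with DMSO; higher inhibition means more luminescence from relief of DAX-1 repression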
ssDAF-12 act = S. stercoralis DAF-12 nuclear receptor activators, primary screen, cell-based, luminescence, HEK293, GRIP1 co-expression, lit1-tk-luc. 370,000 tested, 1% active. Nuclear hormone receptor DAF-12 (Strongyloides stercoralis). activation, % at 6.8 µM. HEK293 ssDAF-12/GRIP1 lit1-tk-luc reporter; % of 3 µM dafachronic acid response;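 active = activation above the mean over all tested compounds plus 3 SD, cut at about 0.9% in these data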;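 also: 0% = DMSO-only wells and 100% = 3 µM delta7-dafachronic acid wells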
ADAM17 inh = ADAM17 inhibitors, primary screen, biochemical, QFRET; 370,000 tested, 0.83% active; Disintegrin and metalloproteinase domain-containing protein 17 (Homo sapiens), P78536; inhibition, % at 6.95 µM; recombinant ADAM17, EDANS/DABCYL FRET peptide cleavage;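 active = inhibition above the mean of compounds lying between control limits plus 3 SD, set per campaign, cut at about 8.5% in these data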;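 also: 0% = DMSO-only wells as the low control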
Target sequence (P78536 215-824 limits assumed): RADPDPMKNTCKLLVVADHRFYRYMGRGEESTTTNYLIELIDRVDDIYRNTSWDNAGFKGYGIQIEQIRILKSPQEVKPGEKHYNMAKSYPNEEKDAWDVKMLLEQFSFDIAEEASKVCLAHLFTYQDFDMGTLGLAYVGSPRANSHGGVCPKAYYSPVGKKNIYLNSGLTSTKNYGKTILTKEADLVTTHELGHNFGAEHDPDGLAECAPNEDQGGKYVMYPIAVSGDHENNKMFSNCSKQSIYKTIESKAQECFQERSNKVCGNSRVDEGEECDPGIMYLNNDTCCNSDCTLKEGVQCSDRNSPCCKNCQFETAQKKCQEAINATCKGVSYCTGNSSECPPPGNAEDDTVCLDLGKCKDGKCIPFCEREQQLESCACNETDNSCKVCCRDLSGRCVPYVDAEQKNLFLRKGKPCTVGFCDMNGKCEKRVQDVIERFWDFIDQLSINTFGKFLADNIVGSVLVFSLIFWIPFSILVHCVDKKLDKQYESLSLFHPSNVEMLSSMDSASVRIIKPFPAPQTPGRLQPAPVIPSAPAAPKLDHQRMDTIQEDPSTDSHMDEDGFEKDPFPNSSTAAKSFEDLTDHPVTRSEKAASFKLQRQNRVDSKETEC
Rev-erbA mod = modulators of Rev-erb alpha DNA binding, primary screen, biochemical, FITC-DNA, fluorescence polarization, uHTS. AID 1259318, 2017. 370,000 tested, 0.79% active. activity, % at 10 µM. Rev-erbα–FITC-DNA binding, 90 min. Nuclear receptor subfamily 1 group D member 1 (Homo sapiens), P20393;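 active = activity above about 14%, limit read from the data; passing the limit was not always enough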;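 also: 0% = DMSO wells with 35 nM protein and 100% = DMSO wells with 750 nM protein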
DAX1 inh-2 = DAX1 (NR0B1) inhibitors, primary screen, cell-based, HEK293, Gal4-DAX1, luciferase luminescence. Nuclear receptor subfamily 0 group B member 1 (Homo sapiens), P51843. HEK293 Gal4-DAX1 luciferase reporter. inhibition, % at 6.75 µM. 340,000 tested, 0.99% active. AID 504766, 2011;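 active = inhibition above the mean over all tested compounds plus 3 SD, cut at about 4.2% in these data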;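 also: 0% = DAX1-transfected cells with DMSO and 100% = empty-vector control cells with DMSO; inhibition shows as a rise in luminescence from relieved DAX1 repression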
Target sequence (P51843 207-470 limits assumed): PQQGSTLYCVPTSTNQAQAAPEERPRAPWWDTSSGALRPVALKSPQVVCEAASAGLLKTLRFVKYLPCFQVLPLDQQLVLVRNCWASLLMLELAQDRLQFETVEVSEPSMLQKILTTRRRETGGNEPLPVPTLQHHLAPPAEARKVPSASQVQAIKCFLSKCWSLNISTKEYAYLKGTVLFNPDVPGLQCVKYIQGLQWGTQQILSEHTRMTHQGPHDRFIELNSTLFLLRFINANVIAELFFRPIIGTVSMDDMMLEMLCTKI
hcDAF-12 act = H. contortus DAF-12 nuclear receptor activators, primary screen, cell-based, luminescence, HEK293, lit1-tk-luc reporter. HEK293 hcDAF-12 lit1-tk-luc reporter; 0% DMSO, 100% Δ7-dafachronic acid. activation, % at 6.8 µM. 370,000 tested, 1.4% active. AID 652067, 2013;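 active = activation above the mean of all tested compounds plus 3 SD, cut at about 5.5% in these data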;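 also: 100% = response to 3 µM Δ7-dafachronic acid high control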
PLCb3 inh = human PLC-beta3 inhibitors, primary screen, biochemical, fluorescence; AID 720704, 2013; Purified PLC-beta3, fluorogenic substrate; 370,000 tested, 0.18% active; inhibition, % at 12.2 µM; 1-phosphatidylinositol 4,5-bisphosphate phosphodiesterase beta-3 (Homo sapiens), Q01970; in the data active = inhibition above about 11%;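 also: 0% = median of compound wells on plate and 100% = full blocker control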
PLCg1 inh = PLC-gamma1 enzyme inhibitors, primary screen, biochemical, fluorescence, purified enzyme; fluorogenic substrate; inhibition, % at 12.2 µM; 370,000 tested, 0.84% active; AID 720700, 2013; in the data active = inhibition above about 9.5%
SMARCA2 act = SMARCA2 (BRM) function activators, primary screen, cell-based, luminescence, high throughput; MG213 cells, MMTV-luciferase reporter, dexamethasone, overnight; activation, % at 9.1 µM; 370,000 tested, 1% active; AID 652017, 2013; in the data active = activation above about 7.8%;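 also: 0% = vehicle wells and 100% = reference activator wells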
An asterisk follows results filed as active; / = not tested or not shown.

SMILES	MBD2 inh	hgDAF-12 ag	DAX1 inh-1	ssDAF-12 act	ADAM17 inh	Rev-erbA mod	DAX1 inh-2	hcDAF-12 act	PLCb3 inh	PLCg1 inh	SMARCA2 act
CC(C(=O)Nc1ccc(S(=O)(=O)N2CCCC2)cc1)N1CCN(c2ccccc2O)CC1 (centres undefined)	-5.5	-0.3	-2.9	-1.5	2.3	-2.9	0.0	0.4	-6.8	-1.3	-4.2
CCOC(=O)N1CCN(C(c2ccc(C)cc2)c2sc3nc(C)nn3c2O)CC1 (centres undefined)	-4.0	0.0	0.2	-1.2	3.3	-1.4	-0.1	-1.1	1.6	8.3	-3.9
O=c1c(Cl)c(N2CCN(c3ccc(F)cc3)CC2)cnn1-c1nc2ccccc2s1	-0.9	8.6	2.5	0.1	0.4	-15.3	2.1	5.2	0.3	-1.0	2.0
Cc1ccc(S(=O)(=O)N(CC(=O)N/N=C/c2ccco2)c2cc(Cl)cc(Cl)c2)cc1	-0.7	1.2	-0.8	-1.6	-1.6	2.5	-0.5	-1.1	-0.6	0.2	-2.3
CN1CCc2c(sc(NC(=O)Cc3ccc(F)cc3)c2C(N)=O)C1	3.9	-1.9	0.1	-1.0	-16.8	-1.4	0.6	-0.9	-14.9	-13.9	-1.4
O=C(CS(=O)c1cccc(C(F)(F)F)c1)Nc1ccc(Cl)cc1Cl (centres undefined)	1.6	-0.2	0.0	-1.3	0.7	-1.6	-0.9	-0.6	3.2	16.6*	0.9
CC1=NNC(=O)C1C(c1ccc(F)cc1)C(C#N)C#N (centres undefined)	1.2	0.4	0.9	-0.8	-2.0	4.1	-0.3	-1.0	-4.8	-5.6	-0.4
Cc1cccc(OCC(O)Cn2c(N3CCCCC3)nc3c2c(=O)[nH]c(=O)n3C)c1 (centres undefined)	-4.8	-1.3	0.1	-0.5	-0.3	-4.4	0.2	-1.4	-2.6	0.9	0.8
Cc1ccc(NC(=O)CCc2ccc(C)o2)c(C)c1	1.4	2.9	-0.1	-0.7	-2.2	-5.5	-0.1	-1.0	-5.0	-1.2	-1.2
O=C(COC(=O)/C=C/c1cccc(Br)c1)NCc1ccco1	-1.2	-1.1	1.2	-1.0	-0.9	-6.8	0.1	-0.2	-4.6	-3.5	1.9
Cc1ccc2cc(CN(C(=O)c3ccncc3)C(C)C)c(=O)[nH]c2c1	0.9	0.2	0.5	-0.7	-5.1	6.5	0.4	2.6	-15.7	-15.1	1.5
COCCNC(=S)N(C)[C@H]1C[C@H]2c3cc(-c4ccccc4)ccc3CCN2C(=O)[C@H]1[C@H](C)O	-1.3	-0.2	-0.6	-0.7	-9.5	-3.1	2.0	-0.8	-23.4	-20.3	5.3
O=C(N/N=C/c1sc(N2CCOCC2)nc1-c1ccccc1)c1ccccc1O	-3.0	-4.2	-1.6	-1.8	-7.0	-3.8	-2.9	-2.3	-210.4	-188.5	-2.6
CCOc1ccc(-c2nc(N)ncc2Oc2ccc(OC)cc2)c(O)c1	2.9	-1.2	-0.7	-1.7	4.6	1.0	0.3	-2.0	-28.9	-11.5	-1.2
CCOc1ccc(NC(=O)N(C2CCCC2)C2CCN(C(C)=O)CC2)cc1	2.1	-1.4	0.9	-1.3	-5.1	0.2	0.0	1.6	-4.9	-1.6	-0.8
Cc1cc(NS(=O)(=O)c2ccc(NC(=O)c3ccc(Cl)nc3)cc2)nc(C)n1	7.3	-0.3	-1.4	-1.5	-2.5	-5.9	1.2	-0.2	-5.2	1.9	-3.7
CCN1CCN(c2ccc(S(=O)(=O)N3CCCCC3)cc2NC(=O)/C=C/c2ccc(F)cc2)CC1	-3.0	0.3	-1.6	-0.8	1.4	-1.2	-0.3	0.0	0.2	0.2	6.2
COc1ccc(Cc2nnc(NC(=O)Cn3cnc4c3c(=O)n(C)c(=O)n4C)s2)cc1	1.1	1.9	0.4	-1.0	-1.4	-1.2	1.2	-0.5	2.0	0.9	0.3
COCCCN1C(=O)C(CC(=O)NCc2ccco2)CC(C(=O)N(C(C)C)C(C)C)=C1C (centres undefined)	0.6	0.9	0.3	-0.9	-5.5	-5.5	/	-0.5	-2.9	-2.1	-0.8
O=c1c2c(nc3cc(-c4ccc(F)cc4)[nH]n13)CCCC2	2.9	10.1	5.4*	0.5	-15.2	11.2	-1.4	6.9*	-11.0	-8.4	1.4
O=c1c2cn[nH]c2nc(SCc2c(F)cccc2F)n1-c1ccc(Cl)cc1	-0.9	0.5	-0.5	-0.6	-2.2	-4.9	0.7	-1.0	0.5	-0.9	0.4
COCc1c(CCl)cnc(C)c1O	-2.4	1.2	0.1	-0.8	-10.6	0.0	0.8	-1.2	-6.5	0.1	-0.8
Cc1cc(F)ccc1-c1cc(C(=O)NCc2ccco2)[nH]n1	2.4	3.0	1.7	-1.5	6.3	0.0	/	-1.7	7.0	9.1	-1.6
Cc1cc(F)ccc1S(=O)(=O)N(C(=O)c1ccncc1)c1ccc(OC(=O)c2ccncc2)cc1	6.5	-5.3	0.1	-1.1	-1.7	-4.6	/	-0.6	2.3	-0.4	-1.3
S=C(N/N=C1\CCc2ccccc21)NC1CCCCC1	1.8	1.6	-0.6	-0.5	-0.9	1.7	3.2	2.2	3.6	0.8	-1.0

More entries.
SMILES	MBD2 inh	hgDAF-12 ag	DAX1 inh-1	ssDAF-12 act	ADAM17 inh	Rev-erbA mod	DAX1 inh-2	hcDAF-12 act	PLCb3 inh	PLCg1 inh	SMARCA2 act
O=C1c2ccccc2C(Nc2ccc(-c3nc4ccccc4[nH]3)cc2)N1Cc1ccco1 (centres undefined)	0.5	-0.2	1.0	-1.1	-6.2	5.4	-0.8	-2.5	-18.2	-13.5	-1.8
COc1ccc(OC(C)C(=O)N2CCOCC2)cc1 (centres undefined)	0.8	-1.2	0.1	-1.5	2.7	-0.1	2.1	-1.5	6.4	3.0	-0.5
COc1cc(C(=O)COC(=O)c2ccc([N+](=O)[O-])o2)cc(OC)c1OC	13.1	3.8	-5.1	-1.2	-4.4	-4.2	-2.1	0.1	-3.0	1.4	-0.3
O=C(Nc1ccc(S(=O)(=O)N2CCCC2)cc1)c1cccnc1Cl	-0.6	-0.8	-2.2	-1.2	-0.5	4.6	0.1	0.7	-5.3	2.7	-2.0
C=C(C)COc1ccc(-c2ncncc2-c2ccc(Cl)cc2)c(O)c1	3.8	-0.7	-0.6	-1.4	-3.4	-2.2	-0.7	-0.9	-14.8	-11.6	-4.8
O=C1NC(Cc2ccc(O)cc2)c2nc3ccc(Br)cc3c(=O)n2-c2cc3ccccc3cc21 (centres undefined)	-1.0	-1.8	-0.4	-0.8	1.8	2.1	0.9	0.2	-7.4	0.1	-2.1
CCC(=O)NNc1cc(=O)c2c(=O)n(C)c(=O)n(C)c2[nH]1	7.2	-0.1	-0.4	-0.6	-2.3	-4.9	0.1	-1.0	2.0	1.9	3.4
CCCC(=O)Nc1ccccc1-c1nnn(CC(=O)Nc2ccc(OCC)cc2)n1	-0.1	-1.6	-0.8	-0.9	-8.9	8.1	0.2	-1.5	-0.7	-2.4	-5.5
COc1ccc(C(=O)NNC(=S)NC(=O)c2ccc(OC)cc2)cc1	-0.6	2.8	-0.7	-0.6	-0.1	0.0	0.7	0.3	-4.2	-0.4	-0.6
COc1cc2c(cc1OC)C(Cc1ccc(O)cc1)N(C)CC2 (centres undefined)	2.6	-1.7	-0.4	-1.0	-10.9	0.2	-0.7	0.5	-37.7	-23.2	-0.7
COc1ccc([C@H]2C(C(=O)O)=C[C@@H](C(C)(C)C)N2S(=O)(=O)c2ccccc2)cc1	2.6	-1.7	0.1	-1.4	-2.0	3.0	-0.6	-0.8	0.0	1.8	-2.4
COc1ccc(-c2csc(NC(=O)COC(=O)c3ccco3)n2)cc1	0.3	11.3*	2.2	-0.6	-1.4	-1.4	-1.0	3.1	-1.1	0.8	-0.4
Clc1ccc(SCCN2CCNCC2)cc1	2.6	0.1	-0.2	-1.6	-3.9	-3.2	-0.6	1.0	1.9	0.8	-3.8
CCCNCC(O)Cn1c2ccccc2n2c(=O)cc(C)c(C#N)c12 (centres undefined)	-2.4	-3.6	-0.4	-1.1	-27.1	4.5	1.2	0.5	-13.0	-10.9	3.1
CCOc1ccc2nc(NC(=O)CS(=O)(=O)c3ccc(C)cc3)sc2c1	3.0	2.3	-0.9	-0.6	0.5	-1.5	-0.3	1.6	-7.8	-2.0	2.0
COc1ccc(-c2ccc(SCC(=O)Nc3cc(C)on3)nn2)cc1OC	-1.1	2.6	-0.2	-1.2	-0.8	0.3	-0.8	-0.3	-0.5	0.7	3.6
C/C(CC(=O)Nc1cc(C)cc(C)c1)=N\NC(=O)c1ccccn1	0.2	11.0*	3.0	0.4	-0.9	-0.3	1.5	7.4*	-1.1	-1.4	9.8*
O=C(NNC(=O)c1ccccc1Cl)c1ccco1	0.9	2.0	-0.1	-0.7	-1.4	1.1	2.3	1.3	-1.1	-2.0	2.0
CCCOc1ccc(C(=O)CCC(=O)OCC(=O)N2CCN(S(=O)(=O)c3ccc(C)cc3C)CC2)cc1	-3.1	0.8	0.0	-1.1	7.5	-5.6	1.1	1.5	-5.5	-1.9	-2.1
Cc1ccc(S(=O)(=O)N(C)CCCC(=O)Nc2cccc3ccccc23)cc1	-0.6	-7.2	-0.8	-1.3	2.0	-5.8	-1.6	-2.2	2.6	2.0	2.4
CSCCC(NC(=O)c1ccccc1Cl)C(=O)N1CCCC(C)C1 (centres undefined)	-3.3	2.6	-2.1	-1.3	-0.7	3.8	-0.9	-1.7	0.7	1.6	-1.4

A different layout for three compounds above.
| molecule | MBD2 inh | hgDAF-12 ag | DAX1 inh-1 | ssDAF-12 act | ADAM17 inh | Rev-erbA mod | DAX1 inh-2 | hcDAF-12 act | PLCb3 inh | PLCg1 inh | SMARCA2 act |
| --- | --- | --- | --- | --- | --- | --- | --- | --- | --- | --- | --- |
| Clc1ccc(SCCN2CCNCC2)cc1 | 2.6 | 0.1 | -0.2 | -1.6 | -3.9 | -3.2 | -0.6 | 1.0 | 1.9 | 0.8 | -3.8 |
| COc1ccc(OC(C)C(=O)N2CCOCC2)cc1 (centres undefined) | 0.8 | -1.2 | 0.1 | -1.5 | 2.7 | -0.1 | 2.1 | -1.5 | 6.4 | 3.0 | -0.5 |
| CCOc1ccc2nc(NC(=O)CS(=O)(=O)c3ccc(C)cc3)sc2c1 | 3.0 | 2.3 | -0.9 | -0.6 | 0.5 | -1.5 | -0.3 | 1.6 | -7.8 | -2.0 | 2.0 |

Screening data as filed in PubChem BioAssay.
